Wnt bcat act: activates Wnt/beta-catenin signaling in a reporter cell assay | activator, plate reader | activation, % at 9.35 µM | 1.2% of 300,000 active; in the data active = activation above about 30%, passing the limit was not always enough;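 note: 0% = neutral control wells and 100% = positive control wells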
Rtt109 HAT inh: C. albicans Rtt109 histone acetyltransferase inhibition. purified Rtt109/Vps75, ThioGlo CoA-SH fluorescence, 4 h. AID 540336. 0.16% of 330,000 active. inhibition, % at 34.9 µM. Q5AAJ8;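 active = inhibition of at least 50% in every replicate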
Target sequence (Q5AAJ8 whole entry, looked up): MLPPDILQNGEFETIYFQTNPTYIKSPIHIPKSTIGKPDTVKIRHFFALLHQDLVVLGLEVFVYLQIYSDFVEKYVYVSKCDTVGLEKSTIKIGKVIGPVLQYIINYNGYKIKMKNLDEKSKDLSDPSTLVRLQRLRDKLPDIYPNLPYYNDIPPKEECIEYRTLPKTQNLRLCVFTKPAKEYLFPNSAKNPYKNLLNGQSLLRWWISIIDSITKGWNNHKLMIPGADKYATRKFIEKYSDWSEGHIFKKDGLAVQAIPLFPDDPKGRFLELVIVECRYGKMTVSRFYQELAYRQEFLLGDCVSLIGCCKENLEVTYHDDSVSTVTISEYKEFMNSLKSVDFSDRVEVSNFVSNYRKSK
SR-BI DiI-HDL act: activators of SR-BI mediated HDL lipid uptake | CHO ldlA[mSR-BI] cells, DiI-HDL uptake fluorescence, 3 h; 100 = double the neutral-control signal | activation, % at 12.5 µM | 0.096% of 320,000 active;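 active = mean replicate activation of at least 60% and every replicate at or above 60%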;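 note: 0% = median plate neutral-control signal and 100% = twice that signal; values of inactives mirror those of a sister screen read the other way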
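Test system: SR-BI-overexpressing, LDLR-lacking CHO cells; Medium: Ham's F12 with 0.5% BSA, HEPES 25 mM, pH 7.4; Schedule: 3 h, 37 °C; Technique: bottom-read fluorescence, 550/595 nm.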
RTF Ca sens act: increases calcium sensitivity of human cardiac regulated thin filaments | P19429+P45379 | IANBD-labeled TnC RTF fluorescence at EC20 calcium; 0% EC20 calcium, 100% full calcium | activation, % at 7.2 µM | 0.24% of 340,000 active | AID 493008;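 active = activation above the mean over all tested compounds plus 3 SD, cut at about 30% in these data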;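 note: rise in fluorescence read as greater calcium sensitivity of cardiac thin filaments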
MITF TRPM1 HTS: MITF TRPM1 promoter activation in melanoma cells; SK-MEL-5 TRPM1-promoter luciferase, 24 h; % of positive control, neutral wells = 0; AID 588334; 0.75% of 300,000 active; activation, % at 12.5 µM;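 active = mean activation of at least 80% with every replicate also reaching 80%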;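 note: 0% = neutral control wells and 100% = parthenolide positive control wells; values of inactives mirror those of a sister screen read the other way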
CDK5 p35 inh: blocks human CDK5/p35 kinase activity | inhibition, % at 10 µM | Recombinant CDK5/p35, ADP-Glo luminescence, 60 min | 0.01% of 330,000 active | Q00535+Q15078;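 active = highest replicate inhibition of at least 50% and at least 75% of replicates reaching 50%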;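 note: plate controls were DMSO neutral control for no effect and GW8510 at 10 µM for full effect; many of its hits are not listed in these tables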
HTR5A ag ctr: HTR5A agonism, opioid heterodimer counter-screen; HTR5A agonist assay, luminescence, cell-based; P47898; activation, % at 9.3 µM; AID 504692; 0.61% of 340,000 active; in the data active = activation mostly above about 9.5%, no sharp cut-off; inactive = mostly below about 7.6%;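 note: 0% = cells with vehicle only and 100% = reference agonist; strong numbers were not always called active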
SR-BI HDL uptake: mouse SR-BI HDL lipid transfer inhibition. inhibition, % at 12.5 µM. Q61009. AID 488896. 0.96% of 320,000 active. ldlA[mSR-BI] CHO cells, DiI-HDL uptake fluorescence, 3 h;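 active = mean replicate inhibition of at least 70% and a set share of replicates each scoring 70 or more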;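 note: 0% = median of neutral control wells and 100% = median of positive control wells; values of inactives mirror those of a sister screen read the other way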
Target sequence (Q61009 whole entry, looked up): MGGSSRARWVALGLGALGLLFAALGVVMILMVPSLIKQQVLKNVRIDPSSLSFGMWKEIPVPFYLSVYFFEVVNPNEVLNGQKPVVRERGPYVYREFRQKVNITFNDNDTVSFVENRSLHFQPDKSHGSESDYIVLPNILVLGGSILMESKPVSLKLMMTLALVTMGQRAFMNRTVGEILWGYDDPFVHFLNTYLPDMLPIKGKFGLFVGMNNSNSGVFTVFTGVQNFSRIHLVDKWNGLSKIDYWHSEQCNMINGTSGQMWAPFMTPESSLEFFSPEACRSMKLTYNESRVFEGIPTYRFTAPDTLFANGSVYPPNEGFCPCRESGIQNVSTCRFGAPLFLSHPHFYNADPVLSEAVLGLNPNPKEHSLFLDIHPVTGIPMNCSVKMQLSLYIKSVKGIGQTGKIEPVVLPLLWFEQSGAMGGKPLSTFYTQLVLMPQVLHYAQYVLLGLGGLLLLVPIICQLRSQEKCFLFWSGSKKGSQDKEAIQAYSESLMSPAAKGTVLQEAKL
PvdQ inh: blocks Pseudomonas aeruginosa PvdQ acylase activity; 0.063% of 340,000 active; purified PvdQ acylase, fluorescence plate reader; inhibition, % at 10 µM; in the data active = inhibition above about 30%, passing the limit was not always enough;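 note: 0% = vehicle neutral wells and 100% = reference inhibitor wells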
dFosB activator: enhances mouse delta FosB homodimer DNA binding; P13346; 0.99% of 340,000 active; activation, % at 25 µM; purified delta FosB, TAMRA-CDK5 oligo fluorescence polarization; percent of positive-control signal above neutral wells;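 active = mean activation above about 17%, with every replicate also reaching it, limit read from the data, passing the limit was not always enough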;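 note: fluorescence polarization rise as delta FosB binds a TAMRA Cdk5 AP-1 oligo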
Numbers without * were called inactive; . = no result given.

SMILES	Wnt bcat act	Rtt109 HAT inh	SR-BI DiI-HDL act	RTF Ca sens act	MITF TRPM1 HTS	CDK5 p35 inh	HTR5A ag ctr	SR-BI HDL uptake	PvdQ inh	dFosB activator
CC(=O)NN1C(=O)c2ccccc2NC1c1ccccc1 (stereo unspecified)	5	-9	-12	-2	-4	-1.1	-5	12	-1	4
O=C(COc1ccc2c(c1)OCO2)Nc1nnc(Cc2ccccc2)s1	1	14	.	1	-11	-0.3	-5	.	-6	-3
Cc1ccnc(NC(=S)NC(=O)/C=C/c2ccc(Cl)cc2)c1	.	3	9	3	18	-2.2	0	-9	-7	-2
O=C(O)[C@H](Cc1ccccc1)NC(=O)N1CCN(c2cccc(C(F)(F)F)c2)CC1	5	1	0	1	5	1.3	-1	0	0	-6
CC(C)CCCCCCNC(=S)Nc1ccc(S(=O)(=O)N2CCOCC2)cc1	-12	48	10	-12	0	-1.8	1	-10	2	0
O=C(NC1CCCN(Cc2ccc(Cl)cc2)C1)C1CCC1 (stereo unspecified)	0	-5	16	-1	.	1.0	-1	-16	-2	-2
CCCn1c2ccccc2c2cnn(CC(=O)NCCCN3CCCC(C)C3)c(=O)c21 (stereo unspecified)	-2	9	12	-2	12	-0.1	0	-12	-12	-13
C=CCn1c(-c2ccc(OC)c(OC)c2)n[nH]c1=S	5	-4	15	-2	3	0.3	1	-15	-6	-2
COc1ccc(OC)c(C2CC(=O)C(C)C(c3cc(OC)ccc3OC)N2)c1 (stereo unspecified)	.	-5	-10	-6	-1	2.4	3	10	-3	2
CCOC1=C/C(=C/c2c(N)n3nc(S(=O)(=O)CC)sc3nc2=O)C=CC1=O	-1	5	6	3	8	-1.7	-2	-6	11	-1
OCCC1CN(Cc2ccn[nH]2)CCN1Cc1ccc(F)c(F)c1 (stereo unspecified)	-1	-26	.	-1	-12	-2.2	6	.	1	-2
COCCN(C(=O)CC1CCCC1)c1c(N)n(CC(C)C)c(=O)[nH]c1=O	-4	-3	4	0	2	-0.3	1	-4	-16	-8
O=C(CCSc1ccc(Cl)cc1)NCc1ccncc1	-1	-4	29	0	1	-0.1	-2	-29	-6	-4
FC(F)(F)c1cc(CCN2C(=S)NC[C@@H]2CC2CCCCC2)cc(C(F)(F)F)c1	-8	-7	15	0	3	-0.9	-6	-15	-23	-4
O=C(c1ccccc1OCc1ccc(Cl)cc1)N1CCN(c2ccccn2)CC1	0	10	0	-6	25	1.1	-3	0	6	-1
O=C(NCc1ccccc1)C1=C[C@H](c2ccc(Br)cc2)C[C@H](OCCCCO)O1	-2	0	4	1	-5	0.1	1	-4	-16	-9
CC1CN(S(=O)(=O)c2cccc(C(=O)OCc3cc(=O)oc4cc(O)ccc34)c2)CC(C)O1 (stereo unspecified)	-1	-4	-49	1	-4	-3.1	5	49	-2	-5
COc1ccc(NC(=O)CN(C)C(=O)c2cccc(S(=O)(=O)N3CCN(C)CC3)c2)cc1	-2	-1	8	-7	-2	1.8	-5	-8	-2	-1
Cc1ccc2[nH]c(C(=O)O)c(NC(=O)[C@@H]3C[C@@H]3c3ccccc3)c2c1	8	-3	.	3	-11	-0.3	-4	.	-10	-8
CCN(CC)CCNC(=O)c1ccc(Cl)c(S(=O)(=O)N2CCCCCC2)c1	.	7	22	10	.	0.7	-4	-22	-8	-10
CC(C)(C)n1nnc(CCc2nnn(C(C)(C)C)n2)n1	.	4	2	-2	0	-1.6	1	-2	-2	-1
O=C(Cc1ccc(Cl)cc1)Nc1ccc(N2CCN(C(=O)c3ccco3)CC2)cc1	-2	1	-49	1	.	-4.6	-2	49	-8	-3
C[N+](C)(CCOc1ccccc1)Cc1ccccc1	-2	-4	5	2	-8	-0.6	-1	-5	-8	4
COc1ccccc1NC(=O)c1ccc2nsnc2c1	26	4	.	-2	91*	-0.8	-3	.	-12	-1
CCOc1ccccc1NC(=O)Nc1ccc(OC)nc1	-1	-2	-43	0	1	0.7	-1	43	8	-1
COC(=O)C1CCN(C(=O)c2ccc3oc(Cc4ccc(Cl)cc4)nc3c2)CC1	16	22	11	-1	5	-0.4	-2	-11	4	-14
Cc1cc(C(=O)COC(=O)c2ccc(F)cc2F)c(C)n1C1CC1	11	0	-10	2	118*	1.9	11	10	-7	-5
NCCc1c(C(=O)O)[nH]c2ccc([N+](=O)[O-])cc12	-1	2	.	1	1	1.5	11	.	-15	1
Cc1ccc(NC(=O)c2ccc(Cl)nc2)cc1S(=O)(=O)N1CCOCC1	-3	-8	-74	2	-8	-3.0	-3	74*	-17	-11
CCCN=C1N(C)C[C@@H]2[C@@H]3C(=O)N(C)C(=O)[C@@H]3[C@](CC)(C(=O)OC)N12	-2	6	15	-2	10	-0.4	-2	-15	-7	2
Cc1csc2c(NCCCN3CCOCC3)ncnc12	3	9	8	8	-10	-0.6	-5	-8	13	-12
CCOC(=O)C(Oc1ccc2c(-c3ccccc3)cc(=O)oc2c1)c1ccccc1 (stereo unspecified)	-4	-10	-32	3	3	0.4	-3	32	-9	2
CCC(=O)c1ccc(OCC(=O)OCC(=O)Nc2ccc3c(c2)OCCO3)cc1	-5	-1	10	11	7	-2.6	0	-10	-13	-6
NS(=O)(=O)c1cccc(NC(=O)COC(=O)CN2C(=O)c3ccccc3C2=O)c1	-2	-20	13	-1	1	-1.4	3	-13	-6	1
COc1ccc(S(=O)(=O)N2CCN(C(=O)C3CCC3)CC2)cc1	-1	-6	15	1	1	-0.2	-1	-15	-5	2
Cc1ccc(C(C(=O)NC(C)(C)C)N(Cc2ccc3c(c2)OCO3)C(=O)c2ccc(CN3CCOCC3)o2)o1 (stereo unspecified)	2	-5	13	2	-2	1.1	3	-13	-7	-15
Cc1ccnc(SCC(=O)N2CCN(c3ccccc3)CC2)n1	.	0	21	0	-1	0.6	1	-21	-8	0
Cc1ccc(C(=O)COC(=O)CCc2ccc(S(=O)(=O)N3CCCCC3)cc2)cc1	-6	-1	-1	0	-4	-4.9	1	1	-23	5
CCOc1ccc(-c2c(C(=O)N/N=C/c3c[nH]c4ccccc34)nnn2-c2nonc2N)cc1	1	0	-88	2	-14	-0.8	0	88*	9	10
Cc1cccc(CNS(=O)(=O)c2csc(C(N)=O)c2)c1	-1	-3	0	1	-3	0.4	2	0	-12	0
COC(=O)C1(C(F)(F)F)N=C2Sc3ccccc3N2C(N2CCOCC2)=N1 (stereo unspecified)	-1	-4	35	0	5	-1.4	6	-35	-11	1
Cc1cc(C)n(-c2nc(SCC(=O)N3CCCC3)c3c4c(sc3n2)CCCC4)n1	3	-5	2	-4	-6	-2.6	0	-2	-12	-29
CC(C)Sc1nc2ccccc2c(=O)[nH]1	1	.	-3	-7	.	0.6	0	3	2	3
COc1ccc(C(=O)Nc2cc(OC)c(Cl)cc2OC)cc1	2	-16	-57	6	9	7.7	1	57	-16	3
CN(C)Cc1c(O)c(Cl)cc2c3c(c(=O)oc12)CCCC3	.	-430	9	-1	-14	-2.1	11	-9	-33	6
O=C(c1cccn2c(=O)c3ccccc3nc12)N1CCN(c2ccccn2)CC1	.	-2	27	4	12	-0.7	0	-27	-11	-6
O=C(NCCOc1ccccc1)c1cccc2c1C(=O)c1ccc(Cl)cc1S2(=O)=O	-5	8	-3	-1	1	0.7	5	3	9	1
O=C(NC1=NCCS1)c1sc2ccccc2c1Cl	20	1	6	0	35	-1.0	-2	-6	-14	-22
CCCOC(=O)C1=C(C)N(C)C(=O)NC1c1cc2c(cc1[N+](=O)[O-])OCO2 (stereo unspecified)	-1	-3	-10	4	-10	-1.0	-1	10	-7	-4
O=C(COC(=O)[C@@H]1CCCN1C(=O)c1cccs1)Nc1cccc([N+](=O)[O-])c1	0	-14	-12	-6	1	0.0	-1	12	-5	-5
CCn1cc(C(=O)NCCCOC(C)C)c(=O)c2cc(S(=O)(=O)N3CCC(C)CC3)ccc21	-3	4	12	-3	1	0.2	1	-12	-5	-8
COc1ccc(S(=O)(=O)N2CCCCCC2)cc1NC(=O)CN1C(=O)CNC1=O	-1	-2	1	-1	-7	1.7	0	-1	-14	0
Cc1ccc(N2CC(NC(=O)C(=O)c3c[nH]c4ccccc34)CC2=O)cc1C (stereo unspecified)	1	0	11	-2	-4	-0.6	3	-11	-11	-7
CCCCNC(=O)C1CCN(Cc2ccc(OCc3ccccc3)c(OC)c2)CC1	3	0	-27	1	35	1.4	4	27	2	-4
CCOC(=O)c1c(NC(=O)c2cc3n(n2)C(C(F)(F)F)CC(c2cccs2)N3)sc(C)c1C (stereo unspecified)	.	1	12	-8	-57	0.7	-2	-12	-1	0
O=C(COC(=O)c1ccc[n+]([O-])c1)Nc1ccc([N+](=O)[O-])cc1Cl	3	2	-2	4	9	-0.2	3	2	7	6
CCN(C[C@H]1N[C@@](C)(C(=O)OC)[C@H]2C(=O)N(Cc3ccccc3)C(=O)[C@@H]12)S(=O)(=O)c1ccc(OC)cc1	-3	10	42	1	-1	-1.8	2	-42	-10	-5
Cc1nn(-c2ccccc2)c(Cl)c1C(=O)OCC(=O)NCCc1ccccc1	1	8	6	-6	-4	0.1	4	-6	-7	-4
O=C(Nc1ccccc1-c1ccccc1)c1cccc(C(F)(F)F)c1	-1	10	-5	-3	5	.	2	5	10	-2
Cc1ncsc1CCOC(=O)c1cccnc1	-1	-5	12	5	-9	-4.3	4	-12	-8	0

3 structures from above, sorted by heavy-atom count, ascending:
SMILES	Wnt bcat act	Rtt109 HAT inh	SR-BI DiI-HDL act	RTF Ca sens act	MITF TRPM1 HTS	CDK5 p35 inh	HTR5A ag ctr	SR-BI HDL uptake	PvdQ inh	dFosB activator
COc1ccc(C(=O)Nc2cc(OC)c(Cl)cc2OC)cc1	2	-16	-57	6	9	7.7	1	57	-16	3
COc1ccc(S(=O)(=O)N2CCCCCC2)cc1NC(=O)CN1C(=O)CNC1=O	-1	-2	1	-1	-7	1.7	0	-1	-14	0
CCOC(=O)c1c(NC(=O)c2cc3n(n2)C(C(F)(F)F)CC(c2cccs2)N3)sc(C)c1C (stereo unspecified)	.	1	12	-8	-57	0.7	-2	-12	-1	0

(list continues)
SMILES	Wnt bcat act	Rtt109 HAT inh	SR-BI DiI-HDL act	RTF Ca sens act	MITF TRPM1 HTS	CDK5 p35 inh	HTR5A ag ctr	SR-BI HDL uptake	PvdQ inh	dFosB activator
COc1cccc(-n2nc(C(=O)N3CC(C)CC(C)C3)c3ccccc3c2=O)c1 (stereo unspecified)	.	8	-16	-3	0	-0.8	3	16	-10	-8
O=C(NCc1ccc(F)c(F)c1)C1CCC(=O)N(CC2CCCCC2)C1 (stereo unspecified)	-1	2	-29	-1	0	-0.1	3	29	12	-3
COc1ccc(C2=C(Nc3ccc(C)cc3)c3ccccc3C2=O)cc1	1	-8	-60	3	12	-0.8	1	60	-9	1
COc1ccc(F)cc1S(=O)(=O)NCc1ccccc1	.	-9	18	-3	-1	-0.4	3	-18	1	1
CCOC(=O)c1c(C(=O)OCC)c(C)n(N2C(=O)CSC2=S)c1C	.	5	-8	10	-11	-0.4	-1	8	-3	-12
CCOC(=O)c1cc2c(C)n(-c3ccc(C)cc3)c(C)c2ccc1=O	.	-1	-37	2	-16	0.4	1	37	-2	0

Screens: PubChem, several laboratories
